FBPA Giardia inh = Giardia lamblia aldolase inhibition; purified Giardia FBPA; Potency, µM (series often up to 59.6 µM), for the others: top-dose activity, negative = inhibition, usual class: inhibitors; hit rate 0.71% among 290,000; AID 2451; also: potency is read from the fitted curve at half-maximal effect; % is scaled to controls: 0 for no effect and ±100 for the full control effect; nearly all actives have a fitted effect of over 55% in size
Target sequence (A8B2U2 whole entry, looked up): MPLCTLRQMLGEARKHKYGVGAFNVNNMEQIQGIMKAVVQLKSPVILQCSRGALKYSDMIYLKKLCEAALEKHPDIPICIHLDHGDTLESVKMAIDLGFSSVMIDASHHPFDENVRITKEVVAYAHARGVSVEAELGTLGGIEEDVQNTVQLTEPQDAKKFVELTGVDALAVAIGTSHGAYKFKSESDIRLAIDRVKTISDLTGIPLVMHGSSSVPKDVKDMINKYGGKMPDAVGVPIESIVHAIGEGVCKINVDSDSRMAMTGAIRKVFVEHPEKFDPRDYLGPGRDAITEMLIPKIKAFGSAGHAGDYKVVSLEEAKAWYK
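40 nM FBPA preincubated 10 min at RT with compound (up to 57.5 uM final), then substrate plus GAPDH/TPI/NAD/arsenate coupling and diaphorase/resazurin added. Fluorescence read after 20 min at RT, 525/598 nm.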
Pf growth 48h = inhibits P. falciparum growth in the first generation, 48 h; Potency, µM (series often up to 28.7 µM), inactives show at the top dose activity change, negative = inhibition, hits mostly inhibitors; AID 504832; P. falciparum luciferase growth in erythrocytes, 48 h; hit rate 5.9% among 310,000; also: potency is read from the fitted curve at half-maximal effect; % is scaled to controls: 0 for no effect and ±100 for the full control effect
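Growth was read as firefly luciferase luminescence after a 48 h, 37 C, 5% CO2 exposure of compounds to reporter-bearing P. falciparum cultures (0.1% parasitemia, 2% hematocrit final) in Albumax-supplemented RPMI 1640.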
Pf growth 96h = inhibits malaria parasite growth, 96 h. P. falciparum luciferase reporter growth, 96 h. Potency, µM (titrated, usually from 28.7 µM), for the others: at the highest dose activity change, negative = inhibition, actives largely listed as inhibitors. hit rate 6.9% among 320,000. AID 504834; also: potency is read from the fitted curve at half-maximal effect; % is scaled to controls: 0 for no effect and ±100 for the full control effect
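Compounds incubated with erythrocytes infected by luciferase-expressing P. falciparum (2% hematocrit, 0.05% parasitemia final) for 96 hours, 37 C in 5% CO2. Growth inhibition scored as decreased luciferase luminescence.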
Shiga inhibitor = inhibitors of Shiga toxin in Vero cells; Vero cells, Shiga toxin protein synthesis inhibition reporter; inhibition, % at 38.7 µM; hit rate 9.2% among 290,000; in the data active = inhibition mostly above about 28%, no sharp cut-off; inactive = mostly below about 43%; also: 0% is about no effect
HCV inh = HCV inhibition; Huh7.5.1 HCVcc-Cre infection, luciferase reporter, 44 h; Potency, µM (series often up to 41.8 µM), for inactives: top-dose activity change, negative = inhibition, actives largely listed as inhibitors; hit rate 3.4% among 340,000; also: potency is read from the fitted curve at half-maximal effect; % is scaled to controls: 0 for no effect and ±100 for the full control effect
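Cells seeded at 1,000/well and cultured 4 h, then compounds added followed by HCVcc-Cre virus (~0.5 moi). After 44 h further culture, luciferase substrate was added, plates held 15 min at room temperature, and luminescence read for 15 sec.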
Cycloheximide cs = counter-screen hit for Shiga toxin inhibitors, cycloheximide; max response, %; hit rate 12% among 300,000; cell reporter, cycloheximide protein synthesis inhibition counterscreen; in the data active = max response mostly above about 13%, no sharp cut-off; inactive = mostly below about 14%; also: read at 38.3 µM for the half of the compounds with a filed dose; 0% is about no effect
* = called active by the depositor; ? = inconclusive; / = no result given; [ ] = remark or other dose. Unless noted, calls follow the shape of the dose curve; as a rule, active = well fitted curve in the direction sought with a large enough effect; inconclusive = small, poorly fitted or top-dose-only effect, or another doubt; inactive = no such curve, though single readings can be large; an effect the other way counts as inactive or inconclusive.

Field names: A = FBPA Giardia inh; B = Pf growth 48h; C = Pf growth 96h; D = Shiga inhibitor; E = HCV inh; F = Cycloheximide cs
NC1=C([N+](=O)[O-])C(c2ccccc2)C2=C(CCCC2=O)O1 (stereo unspecified)
  A = -14%; B = -1%; C = 1%; D = -10; E = -14%; F = -6

O=C(Nc1ccc2c(c1)OCCO2)c1cnccn1
  A = 3%; B = 229%[activator]; C = /; D = 42; E = 13%; F = 33

CC(=O)OC[C@]12CCC(C)=C[C@H]1O[C@@H]1[C@H](O)[C@@H](OC(C)=O)[C@@]2(C)[C@]12CO2
  A = 0%; B = 0.0033µM*; C = ?; D = -28; E = ?; F = -11

O=C1c2ccccc2C(Nc2ccc(F)c(Cl)c2)N1c1ccccn1 (stereo unspecified)
  A = 0%; B = /; C = 4.7µM*; D = -14; E = -11%; F = -11

Fc1ccc(C(c2nnnn2Cc2cccs2)N2CCN(C3CCCCC3)CC2)cc1 (stereo unspecified)
  A = 1%; B = ?; C = ?; D = -14; E = ?; F = -1

FC(F)(F)c1cc(-c2ccco2)nc2ncnn12
  A = 0%; B = -18%; C = 0%; D = 3; E = -7%; F = 6

Nc1ncnc(Nc2cccc(Cl)c2Cl)n1
  A = -28%; B = 13%; C = 16%; D = 33; E = 17%; F = 9

CC1(C)CC(C2N3CC4(C)CN2CC(C)(C3)C4=O)CCO1 (stereo unspecified)
  A = 0%; B = -5%; C = 112%[activator]; D = -12; E = 5%; F = -3

Oc1ccc(/C=N/n2c(C3CCCCC3)n[nH]c2=S)c(O)c1
  A = 4%; B = 28%; C = 27%; D = -15; E = 2%; F = -2

CCOC(=O)c1c(-c2cccs2)csc1NC(C)=O
  A = 5%; B = -14%; C = ?; D = -5; E = ?; F = -2

Single records (already shown). Screens in order: FBPA Giardia inh	Pf growth 48h	Pf growth 96h	Shiga inhibitor	HCV inh	Cycloheximide cs
Record of CC(=O)OC[C@]12CCC(C)=C[C@H]1O[C@@H]1[C@H](O)[C@@H](OC(C)=O)[C@@]2(C)[C@]12CO2 → 0%	0.0033µM*	?	-28	?	-11
Record of Oc1ccc(/C=N/n2c(C3CCCCC3)n[nH]c2=S)c(O)c1 → 4%	28%	27%	-15	2%	-2
Record of O=C(Nc1ccc2c(c1)OCCO2)c1cnccn1 → 3%	229%[activator]	/	42	13%	33
Record of FC(F)(F)c1cc(-c2ccco2)nc2ncnn12 → 0%	-18%	0%	3	-7%	6

The listing picks up; the 2 compounds before the break are reprinted first.
Field names: A = FBPA Giardia inh; B = Pf growth 48h; C = Pf growth 96h; D = Shiga inhibitor; E = HCV inh; F = Cycloheximide cs
Oc1ccc(/C=N/n2c(C3CCCCC3)n[nH]c2=S)c(O)c1
  A = 4%; B = 28%; C = 27%; D = -15; E = 2%; F = -2

CCOC(=O)c1c(-c2cccs2)csc1NC(C)=O
  A = 5%; B = -14%; C = ?; D = -5; E = ?; F = -2

Cc1ccc(Cn2nnc3c(=O)n(Cc4cc(C)ccc4C)cnc32)cc1
  A = 2%; B = ?; C = 1.5µM*; D = 1; E = -4%; F = 4

C=CCN(Cc1nc(-c2cc(OC)ccc2OC)oc1C)C1CCS(=O)(=O)C1 (stereo unspecified)
  A = -11%; B = 7%; C = 45%[activator]; D = 12; E = -6%; F = -4

O=C(Nc1nncs1)Oc1ccccc1
  A = 3%; B = 21%; C = 21%; D = 15; E = 15%; F = 0

CCOc1ccc(CCNC(=O)CCN2C(=O)COc3ccccc32)cc1OCC
  A = -5%; B = -14%; C = 0%; D = -16; E = ?; F = -2

O=C(NCC(=O)N1CCN(c2ccccc2O)CC1)c1cccs1
  A = /; B = 52%[activator]; C = 0%; D = /; E = -9%; F = /

O=S1(=O)CC/C(=N/Nc2ccccn2)c2cc(F)ccc21
  A = -4%; B = 1%; C = -19%; D = -1; E = -10%; F = -2

CC(C)(C)NC(=O)c1ccc(COCC(F)(F)F)o1
  A = 3%; B = 15%; C = /; D = 1; E = -18%; F = -2

COCCC(=O)N1CCCC(CCC(=O)NCc2ccc(F)c(F)c2)C1 (stereo unspecified)
  A = 0%; B = -3%; C = -15%; D = 79*; E = -5%; F = 17*

CC(C)c1ccc(S(=O)(=O)N2CCN(C(=O)CN3C(=O)NC4(CCCCC4)C3=O)CC2)cc1
  A = /; B = 6%; C = 9%; D = /; E = 8%; F = /

COC(=O)C1C(c2ccccc2)C(C(=O)N2CCOCC2)C1c1ccccc1 (stereo unspecified)
  A = 7%; B = /; C = ?; D = -9; E = -2%; F = -1

Molecules listed so far containing a thiophene ring, fused or not:
Field names: A = FBPA Giardia inh; B = Pf growth 48h; C = Pf growth 96h; D = Shiga inhibitor; E = HCV inh; F = Cycloheximide cs
Fc1ccc(C(c2nnnn2Cc2cccs2)N2CCN(C3CCCCC3)CC2)cc1 (stereo unspecified)
  A = 1%; B = ?; C = ?; D = -14; E = ?; F = -1

CCOC(=O)c1c(-c2cccs2)csc1NC(C)=O
  A = 5%; B = -14%; C = ?; D = -5; E = ?; F = -2

O=C(NCC(=O)N1CCN(c2ccccc2O)CC1)c1cccs1
  A = /; B = 52%[activator]; C = 0%; D = /; E = -9%; F = /

Continued.
Field names: A = FBPA Giardia inh; B = Pf growth 48h; C = Pf growth 96h; D = Shiga inhibitor; E = HCV inh; F = Cycloheximide cs
CCOC(=O)c1cc(NC(=O)N2CCOCC2)c(C)nc1C
  A = 6%; B = 6%; C = 21%; D = -3; E = 17%; F = -1

CCCCOC(=O)C1=C(N)OC2=C(C(=O)CCC2)[C@]12C(=O)Nc1ccccc12
  A = 4%; B = -4%; C = 10%; D = -13; E = 6%; F = -1

Nc1nnnn1/N=C/c1cccc(O)c1
  A = 1%; B = 27%; C = 18%; D = 7; E = 8%; F = 6

COc1ccc(NC(=O)CSc2nccn2Cc2ccccc2)cc1
  A = /; B = -12%; C = -16%; D = 164*; E = 20%; F = 53*

CCC(C)[C@H](N)C(=O)NC[C@H]1CC[C@H](C(=O)N[C@@H](Cc2ccccc2)C(=O)O)CC1 (stereo partly specified)
  A = -7%; B = 7%; C = 15%; D = 5; E = 16%; F = -1

Cc1cc(C)c(S(=O)(=O)N2CCC(C(=O)NCc3ccncc3)CC2)c(C)c1
  A = /; B = 12%; C = 6%; D = -7; E = ?; F = -2

COC(=O)C1CCN(Cc2cc(=O)oc3cc(OC)ccc23)CC1
  A = 6%; B = -9%; C = /; D = 63; E = 7%; F = 26

CCn1cc(C(=O)N2CCN(c3cccc(Cl)c3)CC2)c2cc(OC)c(OC)cc2c1=O
  A = 2%; B = /; C = /; D = -25; E = -27%; F = -3

O=C(CNS(=O)(=O)c1ccccc1F)Nc1ccc(N2CCOCC2)cc1
  A = 5%; B = /; C = -5%; D = -5; E = 18%; F = -2

N#CCCn1cc(C(=O)O)c(-c2cc3ccccc3o2)n1
  A = 10%; B = 19%; C = -14%; D = -5; E = ?; F = -1

Cn1c(N)c(C(=O)COC(=O)/C=C/c2cccc(F)c2)c(=O)n(C)c1=O
  A = /; B = 12µM*; C = -83%; D = /; E = 24%; F = /

O=C(NCCc1ccc(Cl)cc1)C1CCCN(c2ncnc3c2nc2n3CCCCC2)C1 (stereo unspecified)
  A = -7%; B = ?; C = ?; D = -10; E = ?; F = -3

Cc1ccc(C(=O)Cn2c(C)cc(C)c(C#N)c2=O)cc1
  A = -1%; B = 20%; C = -14%; D = -19; E = 0%; F = 1

CCOc1ccc(-n2cc(C(=O)NCCOC)c3cc(OC)c(OC)cc3c2=O)cc1
  A = 1%; B = -9%; C = -9%; D = -16; E = -5%; F = 9

COc1ccc(S(=O)(=O)NNC(=O)c2cc3ccccc3o2)cc1
  A = 1%; B = 5%; C = 15%; D = 8; E = 4%; F = -2

CCCCn1c(N)c(NCC)c(=O)[nH]c1=O
  A = -7%; B = 11%; C = 12%; D = -4; E = 13%; F = -4

COc1ccc(COC(=O)c2ccc(Cl)c(S(=O)(=O)N3CCOCC3)c2)cc1F
  A = /; B = ?; C = 15µM*; D = -9; E = ?; F = 7

Cc1cc(C)c(NC(=O)CCn2nnc3ccccc32)c(C)c1
  A = 1%; B = 3%; C = ?; D = 3; E = 1%; F = -4

Cc1ccc(N2CC(C(=O)OCC(=O)Nc3ccccc3F)CC2=O)cc1 (stereo unspecified)
  A = 0%; B = 280%[activator]; C = 93%[activator]; D = -12; E = 30%[activator]; F = 10

O=C(CCN1C(=O)C2C3C=CC(C3)C2C1=O)N1CCN(c2ccccn2)CC1 (stereo unspecified)
  A = 5%; B = -4%; C = 32%[activator]; D = -8; E = -8%; F = -3

(cont.)
Every second line gives: FBPA Giardia inh	Pf growth 48h	Pf growth 96h	Shiga inhibitor	HCV inh	Cycloheximide cs
- C(=N\Nc1nc2ccccc2[nH]1)/c1ccc2c(c1)OCCO2
    -1%	?	?	36	?	28*
- O=C(NNC(=O)c1ccc2[nH]c(=O)c(=O)[nH]c2c1)c1cccc(Br)c1
    -17%	54%[activator]	1%	5	7%	8
- Cc1ccc(N2C(=O)/C(=C\c3ccc(C(C)C)cc3)N=C2SC2CCOC2=O)cc1 (stereo unspecified)
    -4%	8%	24%	-4	?	-5
- NC(=S)N/N=C/c1coc2cc(Cl)ccc2c1=O
    1%	10%	0%	6	34%[activator]	-5
- Cc1ccc(NC(=O)CN2C(=S)NC(C)(C)CC2C)cc1Cl (stereo unspecified)
    -18%	-6%	1%	-19	?	5
- CC(C)(C)C1CCc2c(sc(NC(=O)c3cccs3)c2C(=O)N2CCCCC2)C1 (stereo unspecified)
    -3%	/	212%[activator]	1	?	-3
- CNC(=O)c1cc2cc(OC)ccc2n1CCN(C)C
    2%	34%[activator]	18%	-3	4%	-4
- COc1ccccc1NC1=NC(C)(C)N=C(N)N1
    8%	?	-8%	39	-16%	5
- Cc1cc(=O)oc2cc3oc(=O)cc(C)c3cc12
    -15%	3%	4.7µM*	/	9%	1
- O=C(c1ccc(Cl)cc1)C1CCN(Cc2ccccc2)CC1
    2%	-14%	?	/	-10%	-3
- CC(=O)Oc1ccc(CC(C(=O)O)N2C(=O)c3ccccc3C2=O)cc1 (stereo unspecified)
    1%	-5%	11%	21	17%	-1
- COc1cccc(N2CC(C(=O)OC(C)C(=O)c3ccccc3)CC2=O)c1 (stereo unspecified)
    0%	-7%	/	-17	15%	1
- Cc1cc(NS(=O)(=O)c2ccc(NC(=O)CSc3nc4ncc(Br)cc4[nH]3)cc2)nc(C)n1
    10%	?	?	-3	6%	-2
- CCOC(=O)Nc1ccc2nc3n(c(=O)c2c1)CCCCC3
    -3%	34%[activator]	0%	45*	-24%	31*
- CC1CCN(C(=S)Nc2ccc(F)cc2)CC1
    0%	4%	0%	17	-2%	-2
- Cc1ccc([N+](=O)[O-])cc1N=Nc1c(-c2ccc([N+](=O)[O-])cc2)[nH]n(C(N)=S)c1=O
    5%	?	-4%	49	7.9µM*	5
- CCOC(=O)C1(CC2CCCCO2)CCN(Cc2nccn2-c2cccc(C)c2)CC1 (stereo unspecified)
    5%	?	0%	-10	-29%	-3
- O=C(CC(c1ccccc1)c1ccccc1)Nc1ccc(C(=O)O)cc1
    14%	0%	-16%	15	2%	1
- CCN(CC)C(=O)c1ccccc1NC(=O)c1cccc(S(=O)(=O)N(CC)CC)c1
    1%	?	?	-10	26%	-3
- CN(CCCNC(=O)C1CCC(=O)N1Cc1ccccc1Cl)c1ccccc1 (stereo unspecified)
    /	-17%	-6%	-18	?	1
- COc1ccc(CN(C)C(C)C(=O)Nc2cccc3ccccc23)cc1 (stereo unspecified)
    3%	?	?	-4	?	-1
- NS(=O)(=O)c1cc2c(cc1C(F)(F)F)NCNS2(=O)=O
    3%	9%	3%	-2	0%[8.37 µM]	1
- O=C(NCC1CCCO1)c1cc2ccccc2cc1O (stereo unspecified)
    /	?	?	/	-8%	/
- O=C(NC1CCCCC1)C1CCN(c2cnccn2)CC1
    3%	1%	?	-2	0%	-3
- O=c1cccc2n1Cc1cc3ccccc3nc1-2
    0%	181%[activator]	189%[activator]	38*	1%[8.37 µM]	39*
- COc1ccc(O)c(-c2cc(-c3ccc(F)cc3)n[nH]2)c1
    8%	?	-87%	116*	?	50*

Bioassay records from PubChem BioAssay.
